# Assay outcomes as filed in PubChem BioAssay.
# PV pol inh: poliovirus RdRp elongation inhibitors, primary screen, biochemical, fluorescence polarization, total intensity; Genome polyprotein (Poliovirus type 1 (strain Mahoney)), P03300; poliovirus polymerase elongation; hits give low values; % elongation, % (compound at 16.7 µg/mL); actives 0.66% (n = 150,000); AID 588519, 2011; in the data active = % elongation below about 90%; note: some results filed as inactive read as strong as hits
# Target sequence (P03300 1749-2209 limits assumed): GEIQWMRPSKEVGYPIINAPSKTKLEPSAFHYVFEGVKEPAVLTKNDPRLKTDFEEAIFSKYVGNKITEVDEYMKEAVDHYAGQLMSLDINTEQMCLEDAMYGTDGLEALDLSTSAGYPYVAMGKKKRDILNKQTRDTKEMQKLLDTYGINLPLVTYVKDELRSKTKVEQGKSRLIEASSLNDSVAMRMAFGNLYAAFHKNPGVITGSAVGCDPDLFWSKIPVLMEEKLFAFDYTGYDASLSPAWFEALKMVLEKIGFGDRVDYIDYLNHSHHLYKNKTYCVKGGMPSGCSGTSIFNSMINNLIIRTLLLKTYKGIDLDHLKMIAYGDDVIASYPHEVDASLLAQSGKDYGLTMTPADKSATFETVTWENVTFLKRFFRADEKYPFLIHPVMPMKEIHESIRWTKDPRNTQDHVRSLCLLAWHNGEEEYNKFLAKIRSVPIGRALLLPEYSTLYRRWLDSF
# PV pol inh FP z-score: also measured in PV pol inh; calls as there; z-score; measured here: FP z-score; hits read low
# * marks the source's active call; other numbers are inactive results. An excerpt; the hit share may differ from the screen's.
# Each structure is followed by: PV pol inh FP z-score, PV pol inh
CCOc1ccc(C(=O)c2cn(CC(=O)Nc3ccc4c(c3)OCCO4)c3ccc(F)cc3c2=O)cc1
→ -0.2, 103
O=C(CCN1C(=O)C2CC=CCC2C1=O)Nc1nnc(C2CC2)s1 (centres undefined)
→ 0.1, 103
C=CCn1nc2n(c1=O)-c1ccccc1SC2
→ 0.6, 107
CCCCc1oc2ccccc2c1CNC
→ -0.6, 96
O=C1CCCc2c1cc(C(=O)Nc1ccccc1)c(=O)n2-c1ccccc1
→ -0.2, 100
CCn1c(=O)cc(SCC(=O)NCCCN2CCN(C)CC2)c2ccccc21
→ -0.8, 99
Cc1c(N)cccc1-n1c(C)ccc1C
→ -0.6, 100
O=C(Nc1ccc2c(c1)OCO2)C12CC3CC(CC(O)(C3)C1)C2
→ 0.5, 105
O=C(OCN1C(=O)c2ccccc2C1=O)c1cc[n+]([O-])cc1
→ 0.2, 101
COc1cc(NC(=O)CC2C(=O)N(c3ccccc3)C(=O)N2Cc2ccc(F)cc2)cc(OC)c1 (centres undefined)
→ 0.9, 108
COc1ccc(CCn2c(=O)[nH]c3cc(C(=O)N4CCN(c5ccccc5)CC4)ccc3c2=O)cc1OC
→ 1.8, 115
CC1CCCCC1NC(=O)CSC1=Nc2ccccc2C2CC=NN12 (centres undefined)
→ 0.1, 103
N#CCC(=O)c1ccco1
→ 0.7, 107
FC(F)(F)c1cccc(Cc2c[nH]c(=S)s2)c1
→ -1, 93
Cc1ccc2c(=O)cc(C(=O)Nc3cccc(Cl)c3C)oc2c1C
→ 0.6, 110

# Entries of single compounds as entered above.
# CCCCc1oc2ccccc2c1CNC as listed: PV pol inh FP z-score: -0.6; PV pol inh: 96
# COc1cc(NC(=O)CC2C(=O)N(c3ccccc3)C(=O)N2Cc2ccc(F)cc2)cc(OC)c1 (centres undefined) as listed: PV pol inh FP z-score: 0.9; PV pol inh: 108

# (listing goes on)
# Each structure is followed by: PV pol inh FP z-score, PV pol inh
Cc1cc(N2CCN(C)CC2)nc2ccc(NC(=O)Nc3ccccc3)cc12
→ -0.1, 103
O/N=C/c1cccc(Oc2ccccc2)c1
→ -0.2, 102
O=C(COc1ccc(Cl)cc1)NCC(c1ccco1)S(=O)(=O)c1ccc(F)cc1 (centres undefined)
→ 0.2, 108
CSC1=Nc2ccccc2CN1c1ccc(Br)cc1
→ 0, 104
CCC(=O)N1c2ccccc2N=C(c2ccccc2)CC1c1ccccc1 (centres undefined)
→ 1.1, 110
CCOC(=O)c1ccc(NC(=O)C2=C(C)Nc3nc(SCc4ccc(Cl)cc4)nn3C2c2ccc(C)cc2)cc1 (centres undefined)
→ -1.7, 100
COc1ccc(-c2noc(-c3ccc(NC4CCCC4)c([N+](=O)[O-])c3)n2)cc1OC
→ -6.2*, 79*
Cc1ccc2ncc3c(-c4ccc(F)cc4)nn(-c4cccc(F)c4)c3c2c1
→ -0.7, 103
N#Cc1ccc(CN2C(=O)c3ccccc3Sc3ccc(C(=O)OCc4ccco4)cc32)cc1
→ 1, 110
CC1(C)CC(NC(=O)c2cccc3ccccc23)CC(C)(C)N1
→ 0.7, 110
Cc1csc(CC(N)=S)n1
→ -0.1, 102
Cc1cccc2c(=O)cc(CSc3ccccc3NC(=O)c3cccc(Cl)c3)[nH]c12
→ 0, 106
Cn1cnc(S(=O)(=O)N2CCC(C(=O)Nc3ccc(C#N)cc3)CC2)c1
→ 0.7, 109
COC(=O)c1ccc2c(c1)N=C(C)c1cc(C)ccc1S2
→ -0.2, 101
Fc1ccc(C(c2nnnn2C2CCCC2)N2CCc3ccccc32)cc1 (centres undefined)
→ 0, 101
CCOC(=O)/C(C#N)=c1/s/c(=C2\C=Cc3ccccc3N2CC)c(=O)n1CC
→ 0.2, 104
Cc1nc2c(c(-c3ccccc3)c1C#N)C(=O)c1ccccc1-2
→ 0.4, 103
Cc1cccc(NC(=O)c2cc(S(=O)(=O)N3CCC4(CC3)OCCO4)ccc2F)c1
→ 0.7, 111
Cc1ccc2oc(=O)c3cnn(CC(=O)Nc4ccccc4N4CCN(C)CC4)c3c2c1
→ 0.5, 103
O=C1/C(=C/c2ccc3c(c2)OCO3)COc2ccccc21
→ -0.5, 98
COc1cccc(C(=O)Nc2cccc(C)n2)c1
→ -1, 93
Clc1ccc(OCc2nc(-c3ccc(-n4cccc4)cc3)no2)cc1
→ -0.6, 101
CC(=O)Nc1c(C(=O)Nc2cccc(C)c2)nnn1-c1ccc(C)cc1
→ 0.8, 109
CCn1c(SCC(=O)Nc2ccc3c(c2)OCO3)nc2ccc(Br)cc2c1=O
→ 0.5, 106
CC(C)OC(=O)CSc1nnc(-c2cnccn2)n1-c1ccccc1
→ 0.5, 101
CN(C)c1ccc(NC(=O)CSc2nc(-c3ccco3)cc(C(F)(F)F)n2)cc1
→ 0.9, 108
CC(C)Cc1ccc(S(=O)(=O)Nc2ccc3[nH]c(=O)[nH]c3c2)cc1
→ 0.8, 109
CC1CCCCC1NC(=O)CN(C)S(=O)(=O)c1cccc2cccnc12 (centres undefined)
→ -0.9, 100
CCc1ccc(C(c2c(C)[nH][nH]c2=O)C(C#N)C#N)cc1 (centres undefined)
→ -0.1, 100
CN(Cc1ccc(Cl)s1)C(=O)CSc1nnc2n1CCCCC2
→ 0.3, 105
O=C(O)c1cc2ccc(O)cc2oc1=O
→ -0.1, 101
CCC(C)c1ccc(NC(=O)NC(C)(C)C)cc1 (centres undefined)
→ 0.1, 102
O=C(c1ccccc1)N1CCCCC1
→ 0.1, 100
Cc1cc(C)c(OCC(=O)N(Cc2ccco2)Cc2ccco2)c(C)c1
→ 0.9, 112
Cc1cc(C(O)(C(F)(F)F)C(F)(F)F)cc(C)c1O
→ -0.4, 99
CCc1ccc(NC(=O)CC2C(=O)OCCN2CC)cc1 (centres undefined)
→ -1.2, 101
O=C(O)C1Sc2c(sc(=O)n2Cc2ccccc2)C2c3ccccc3OC(=O)C12 (centres undefined)
→ -0.6, 97
C=Cc1ccc(CN2C(=O)c3ccccc3Sc3ccc(C(=O)OCc4ccco4)cc32)cc1
→ 0.4, 108
FC(F)(F)Oc1ccc(N=Cc2ccc[nH]2)cc1
→ 0.2, 105
Cc1cccc(C=Nc2c(C)n(C)n(-c3ccccc3)c2=O)c1
→ -0.5, 97
Cc1c(NC(=O)c2ccc(Cl)cc2)cc(C(C)C)c(O)c1S(=O)(=O)c1ccc(Cl)cc1
→ 0.2, 105
COC(=O)C(CC(C)C)NC(=O)c1ccccc1Cl (centres undefined)
→ -0.4, 100
COc1cccc(C(=O)Nc2nnc(S(=O)(=O)N3CCOCC3)s2)c1
→ -2.3, 99
COCc1nnc(NC(=O)/C=C/c2ccc(OC)cc2)s1
→ 0.7, 103
CCN(CC)C(=O)c1cc2c(n(-c3ccc(OC)cc3)c1=O)CC(C)(C)CC2=O
→ 0.1, 102

# Looked up by compound from the entries so far, 6 records:
# Each structure is followed by: PV pol inh FP z-score, PV pol inh
C=Cc1ccc(CN2C(=O)c3ccccc3Sc3ccc(C(=O)OCc4ccco4)cc32)cc1
→ 0.4, 108
CCc1ccc(NC(=O)CC2C(=O)OCCN2CC)cc1 (centres undefined)
→ -1.2, 101
COc1cccc(C(=O)Nc2nnc(S(=O)(=O)N3CCOCC3)s2)c1
→ -2.3, 99
Cc1cccc(C=Nc2c(C)n(C)n(-c3ccccc3)c2=O)c1
→ -0.5, 97
COC(=O)C(CC(C)C)NC(=O)c1ccccc1Cl (centres undefined)
→ -0.4, 100
Cc1cc(C)c(OCC(=O)N(Cc2ccco2)Cc2ccco2)c(C)c1
→ 0.9, 112

# Further structures:
# Each structure is followed by: PV pol inh FP z-score, PV pol inh
CCc1cc(SC(C)C(=O)c2c(N)n(C)c(=O)n(C)c2=O)n2c(nc3ccccc32)c1C#N (centres undefined)
→ 0.1, 105
Cc1ccc(CNC(=O)CCc2c(C)c3ccc(O)c(C)c3oc2=O)cc1
→ 0.8, 111
CCn1nc(-c2ccccc2)cc1-n1cnc2ccccc21
→ -0.2, 101
CN1C=C(C(N)=O)C=C/C1=C(/C#N)c1nc2ccccc2s1
→ 0.4, 101
CCOc1ccc(NC(=O)c2cnn3c2NC(c2ccccc2)=CC3c2cccc(OC)c2OC)cc1 (centres undefined)
→ 1.1, 111
CN(C)/C=N/NS(=O)(=O)c1ccccc1
→ 0.3, 103
COc1ccc(-c2nc(Cn3c(SCc4cccc(Cl)c4)nc4ccncc43)c(C)o2)cc1
→ 0.7, 109
O=C(c1ccco1)c1cc2cc(Br)ccc2oc1=O
→ -1.5, 98
Cc1[nH]c2ccccc2c1C1(O)C(=O)N(Cc2ccccc2Cl)c2ccccc21 (centres undefined)
→ 0.5, 106
O=C(Nc1ccc(-c2nc3ccc(NC(=O)C4CC4)cc3[nH]2)cc1)C1CC1
→ 2.6, 106
NC(=O)COc1ccc(-c2noc(COc3cccc(Cl)c3)n2)cc1
→ 1.3, 105
CCS(=O)(=O)N1CCC2(CC1)OC(=O)C(C)=C2C(=O)NCc1ccccc1C
→ 0.4, 109
O=C(CSc1nc2c([nH]c3ccccc32)c(=O)n1-c1ccccc1)N1CCCCC1
→ -0.4, 105
COCCn1c(CNC(=O)c2cc([N+](=O)[O-])ccc2Cl)nc2cccnc21
→ 0.3, 109
COc1ccc(N2CCN(CCNC(=O)c3cc(-c4ccccn4)nc4ccccc34)CC2)cc1
→ -0.3, 100
O=C(COC(=O)c1ccc(N2C(=O)c3ccccc3C2=O)cc1)Nc1ccc(N2CCOCC2)cc1
→ 0.1, 103
COc1ccc(CCC(=O)Nc2ccc(-c3noc(-c4ccccc4Br)n3)cc2)cc1
→ 1.6, 103
NN/C(=N/S(=O)(=O)c1ccccc1)N1CCCC1
→ 0, 103
COc1ccccc1-c1c(C)nn2c(NCCN3CCN(Cc4ccccc4)CC3)cc(C)nc12
→ -0.2, 100
Cc1ccc(NC(=O)c2ccc3snnc3c2)cc1C
→ -0.7, 103
Cn1ncc2c(NCc3ccccc3Cl)nc(NCCO)nc21
→ 0.3, 107
O=C1C(=Cc2cn[nH]c2-c2ccccc2)C(=O)c2ccccc21
→ -0.9, 97
COc1cccc(=O)c2c(C)oc(C)c12
→ -7.6, 76
C=C(C)CC1N(CCc2ccccc2)C(=O)C2C(C(=O)O)C3C=CC21O3 (centres undefined)
→ 0.5, 104
O=C(Oc1c(CN2CCOCC2)cc(Cl)c2cccnc12)c1ccccc1
→ 0.6, 108
COc1ccccc1C(=O)n1nc(C)cc1C
→ -0.4, 100
COC(=O)C1=C(C)NC2=C(C(=O)CC(c3ccccc3)C2)C1c1ccccc1OC(C)C (centres undefined)
→ 0.8, 104
Cn1nc(C(=O)N2CCN(c3ccccc3)CC2)c2c1-c1ccccc1SC2
→ 0.4, 115
CCOc1ccc(CCNC(=O)CCCn2nc(C)c3sc4ccccc4c3c2=O)cc1OCC
→ 0, 109
CC[n+]1c(C)oc2ccc(OC)cc21
→ -0.1, 101
NS(=O)(=O)c1ccc(CCNC2CC(=O)N(Cc3cccs3)C2=O)cc1 (centres undefined)
→ 0.3, 101
CCCCNC(=O)c1ccccc1NC(=O)CC
→ 0.5, 103
CCOC(=O)c1ccc(-n2c(CCC(=O)O)ccc2-c2ccc(Br)cc2)cc1
→ -0.3, 109
Cc1cc(Nc2cccc(C(F)(F)F)c2)nc2ccc(NC(=O)c3cccc(Cl)c3)cc12
→ -1, 101
CC(=O)Oc1ccc(C(=O)N(Cc2nc(-c3cccc(C)c3)no2)C(C)C)cc1
→ 0.5, 103
O=C(Nc1nc(-c2ccc(Br)cc2)ns1)c1ccc(F)cc1
→ -0.2, 101
Cc1cc(C)nc(SC(C(=O)c2ccccc2)c2ccccc2)n1 (centres undefined)
→ -0.7, 99
O=C(NCCCN1CCN(c2ccc(F)cc2)CC1)Nc1ccccc1Cl
→ -2.1, 101
Cc1cc(C)nc(/N=C(\N)N2CCc3ccccc32)n1
→ 0, 101
c1ccc(-n2nnnc2Sc2ncnc3ccccc23)cc1
→ -0.1, 100
CCc1cccc(C)c1NC(=O)C(NS(=O)(=O)c1ccc2c(c1)CCC(=O)N2)c1ccccc1 (centres undefined)
→ -0.6, 105
Cc1cc(C)c(CN2C(=O)c3ccccc3S(=O)(=O)c3ccc(C(=O)OCC4CCCO4)cc32)c(C)c1 (centres undefined)
→ -0.4, 105
COc1ccc(CCNC(=O)CSc2ccc(-c3ccco3)nn2)cc1
→ 0.5, 103
Oc1ccc(C2(c3ccc(O)cc3)CCCCC2)cc1
→ -0.1, 101
COc1ccc(CC(=O)NC2CC(=O)N(c3ccc4c(c3)OCCO4)C2)cc1 (centres undefined)
→ -0.1, 106
COc1cccc(CN(C)S(=O)(=O)c2ccc(C)cc2)c1
→ 0.1, 103
C=CCNC(=O)c1cccc(OC)c1
→ 0, 102
CCc1ccc(C2CC(c3ccccc3)=NN2C(=O)CCCC(=O)O)cc1 (centres undefined)
→ -0.8, 98
CC1CCN(S(=O)(=O)c2ccc3c(ccn3CC(=O)NCc3ccccc3F)c2)CC1
→ 0.4, 110
COCC(C)NC(=S)N1CCN(c2ccccc2Cl)CC1 (centres undefined)
→ 0.3, 105
COc1cccc(NC(=O)COc2ncnc3ccccc23)c1
→ -0.2, 101
COc1ccc(CCNc2oc(COc3ccc(Cl)cc3)nc2C#N)cc1OC
→ -0.9, 99
COc1ccccc1N(CC(=O)NCCSCc1ccccc1)S(C)(=O)=O
→ -0.3, 104
Cc1cc(C)c2c(CC(=O)Nc3c(C(=O)c4ccccc4)oc4ccccc34)coc2c1
→ 0.3, 104
Cc1c(C(=O)N2CCOCC2)oc2c1-c1nn(CC(=O)NCc3cccc(F)c3)cc1CC2
→ -4.2*, 84*
O=C(CCCn1c(=O)[nH]c2ccccc2c1=O)N1CCN(c2ccccc2)CC1
→ 0.5, 109
Fc1ccccc1C=Nc1cccc2ccccc12
→ 0.1, 102
COc1cc(CC(=O)OCC(N)=O)cc(OC)c1OC
→ -0.3, 101
CCOC(=O)c1nn(-c2cccc(C(F)(F)F)c2)cc1O
→ -1.1, 98
CC(=O)Nc1ccc(OC(F)(F)C(F)F)c(NC(C)=O)c1
→ 0.5, 106
CC(=O)N1CCCc2cc(S(=O)(=O)N3CCC(C(=O)NCc4ccc(F)cc4)CC3)ccc21
→ -1.1, 103
Cc1cc(/C=C(/C#N)c2ccc(C(=O)O)cc2)c(C)n1-c1ccc(S(N)(=O)=O)cc1
→ -1, 99
O=C(CN1CSCC1=O)Nc1cccc(C(=O)NC2CC2)c1
→ -0.3, 99
